High-throughput results from PubChem.
FLuc modulator – qHTS profiling assay for firefly luciferase inhibitor/activator using purifed enzyme and Km concentrations of substrates (counterscreen for miR-21 project); purified FLuc, Km substrates, luminescence inhibition; Luciferin 4-monooxygenase (Photinus pyralis), P08659; 360,000 tested, 6.9% active; Potency, µM (doses to about 57.5 µM), for inactives: at the top dose activity change, negative = inhibition, hits mostly inhibitors;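 also: potency is read from the fitted curve at half-maximal effect; plate controls were vehicle for no effect and reference inhibitor for full effect; nearly all actives have a fitted effect of over 55% in size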
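Biochemical qHTS of compounds, final roughly 60 µM downward over six points, against 10 nM purified firefly luciferase using Km concentrations of substrates (10 uM D-luciferin, 10 uM ATP) in Tris acetate pH 7.5 buffer; luminescence output.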
ELG1 genotoxic – qHTS screen for small molecules that induce genotoxicity in human embryonic kidney (HEK293T) cells expressing luciferase-tagged ELG1; HEK293T ELG1-luciferase reporter, luminescence, 16 h; AID 504466, 2011; 330,000 tested, 1.3% active; Potency, µM (top dose mostly 46 µM), for inactives: at the top dose activity change, positive = activation, hits mostly activators; also: potency is read from the fitted curve at half-maximal effect; % of control where 0% means no effect; nearly all actives have a fitted effect of over 60% in size
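Cells (2,000/well) expressing the ELG1-luciferase fusion are dosed by pin tool and kept 16 hr at 37 °C, 5% CO2. Signal comes from ONE-Glo luciferase reagent after 30 min at room temperature.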
Gal4-VP16 FLuc – VP16 counterscreen qHTS for inhibitors of ROR gamma transcriptional activity; Drosophila S2 Gal4-VP16 UAS-luciferase, luminescence, 20 h; 310,000 tested, 3.5% active; AID 2546, 2010; Potency, µM (titrated, usually from 53.6 µM), for inactives: at the top dose activity, negative = inhibition, actives largely listed as inhibitors;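 also: Gal4-VP16 expression switched on by copper sulfate through the metallothionein promoter; potency is read from the fitted curve at half-maximal effect; % is scaled to controls: 0 for no effect and ±100 for the full control effect; nearly all actives have a fitted effect of over 50% in size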
TRPV1 agonist – HTS Assay for Compounds that Act as Agonists of the Vanilloid Receptor 1; TRPV1-expressing cells, Fluo-8 calcium influx, agonist mode; activation, % at 8.33 µM; 320,000 tested, 0.19% active; AID 540275, 2011; in the data active = activation above about 80%; inconclusive = between about 30% and that limit; also: 0% is about no effect
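Fluo-8 calcium influx in TRPV1-expressing cells, kinetic read (ex 480/em 520 nm). Compound added and read 3 min for agonist activity, followed by capsaicin at EC20 final and 2 min further read for enhancement.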
NPC1 prom act – qHTS Assay for NPC1 Promoter Activators | 320,000 tested, 2.4% active | Huh7 NPC1 promoter luciferase reporter, 24 h | Potency, µM (doses to about 9.22 µM), without a hit: at the highest dose activation, hits mostly activators;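 also: potency is read from the fitted curve at half-maximal effect; % of control where 0% means no effect; nearly all actives have a fitted effect of over 60% in size; reporter is driven by a mutant NPC1 promoter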
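Luminescence from an NPC1 promoter-driven luciferase reporter in stably transfected Huh7 cells was measured after 24 h compound treatment at 37 °C, followed by 10 min ambient incubation with luciferase detection reagent.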
BRCA1 expr act – qHTS Assay to Identify Small Molecule Activators of BRCA1 Expression | MCF7-BRCA1-FFLuc reporter, luminescence, 48 h; response scale: scaled: vehicle 0%, 10 µM genistein 100% | Potency, µM (highest dose often 46.1 µM), for the others: at the top dose activation, most hits filed as activators | 380,000 tested, 1.1% active; also: potency is read from the fitted curve at half-maximal effect; nearly all actives have a fitted effect of over 80% in size; some results filed as inactive show a strong effect at the top dose
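Luminescence from a BRCA1-driven firefly luciferase in MCF7 cells was the read-out, taken 15 min after substrate addition following 48 h compound exposure at 37 °C. Data were normalized to a 10 microM genistein control and DMSO vehicle.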
Rab9 prom act – qHTS Assay for Rab9 Promoter Activators | Huh7 Rab9 promoter-luciferase reporter, luminescence, 24 h | Potency, µM (titrated, usually from 9.22 µM), without a hit: top-dose activation, negative = inhibition, most hits filed as activators | 320,000 tested, 2.8% active; also: potency is read from the fitted curve at half-maximal effect; % of control where 0% means no effect; nearly all actives have a fitted effect of over 60% in size
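Stable Rab9-luc Huh7, 1500 cells/well, 2 h settle; cmpd in DMSO, 24 h, 37 °C/5% CO2; luciferase reagent 10 min RT; luminescence.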
p53 reactivator – qHTS assay for re-activators of p53 using a Luc reporter; H1299 p53-A138V BP100-luciferase reporter, luminescence, 24 h; Potency, µM (doses to about 92.2 µM), for inactives: at the top dose activity change, positive = activation, actives largely listed as activators; 320,000 tested, 0.063% active; also: potency is read from the fitted curve at half-maximal effect; % of control where 0% means no effect; nearly all actives have a fitted effect of over 45% in size
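H1299 (p53-null), stable ts p53-A138V + BP100-Luc; 1000 cells/well, Opti-MEM/10% FBS; cpd 4 pt, 1:5; 24 h, 37 deg C, 5% CO2; detection reagent 10 min RT; luminescence.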
ELG1 DNA repair – qHTS screen for small molecules that inhibit ELG1-dependent DNA repair in human embryonic kidney (HEK293T) cells expressing luciferase-tagged ELG1; HEK293T ELG1-luciferase reporter, luminescence, 16 h; DNA damage induced by 5-fluorouridine; Potency, µM (doses to about 46.1 µM), without a hit: at the top dose activity change, negative = inhibition, most hits filed as inhibitors; 330,000 tested, 2.3% active; AID 504467, 2011; also: potency is read from the fitted curve at half-maximal effect; % is scaled to controls: 0 for no effect and ±100 for the full control effect; nearly all actives have a fitted effect of over 55% in size
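DMSO vehicle served as the neutral condition. Each well held 2,000 cells given 5-fluorouridine plus compound; after 16 hr at 37 °C/5% CO2, ONE-Glo was added and luciferase measured 30 min later.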
Tb PFK inh – qHTS Assay to Find Inhibitors of T. brucei phosphofructokinase; Potency, µM (highest dose often 57.5 µM), for inactives: top-dose activity, negative = inhibition, hits mostly inhibitors; 330,000 tested, 0.17% active; T. brucei PFK, ADP-Glo luminescence; ATP-dependent 6-phosphofructokinase (Trypanosoma brucei brucei), O15648;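 also: potency is read from the fitted curve at half-maximal effect; 0% = uninhibited 1x PFK enzyme wells and -100% = no-enzyme wells; nearly all actives have a fitted effect of over 60% in size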
Target sequence (O15648 whole entry, looked up): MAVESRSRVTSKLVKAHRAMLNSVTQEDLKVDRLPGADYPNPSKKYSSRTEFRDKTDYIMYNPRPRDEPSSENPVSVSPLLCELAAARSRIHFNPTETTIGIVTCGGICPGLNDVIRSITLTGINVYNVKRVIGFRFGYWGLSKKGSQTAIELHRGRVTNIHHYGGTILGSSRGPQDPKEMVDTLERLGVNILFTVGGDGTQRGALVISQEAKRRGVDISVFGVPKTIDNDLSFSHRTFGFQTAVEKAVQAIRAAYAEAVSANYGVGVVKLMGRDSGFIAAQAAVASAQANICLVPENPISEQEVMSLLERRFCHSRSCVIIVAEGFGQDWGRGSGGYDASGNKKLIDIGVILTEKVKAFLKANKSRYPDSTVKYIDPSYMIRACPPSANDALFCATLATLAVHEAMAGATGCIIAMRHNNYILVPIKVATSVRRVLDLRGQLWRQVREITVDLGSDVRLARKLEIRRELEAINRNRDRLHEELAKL
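Activity is normalized to no-enzyme wells (full inhibition) and 1.25 nM enzyme wells (no inhibition). Reaction: 0.5 mM F6P, 0.1 mM ATP, 45 min RT, ADP-Glo luminescence; concentration-response curves fitted and classed by quality.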
RORgamma inh – qHTS for inhibitors of ROR gamma transcriptional activity | Nuclear receptor ROR-gamma (Mus musculus), P51450 | Drosophila S2 Gal4-RORgamma UAS-luciferase reporter, 20 h | Potency, µM (series often up to 53.6 µM), for the others: at the top dose activity change, negative = inhibition, hits mostly inhibitors | 310,000 tested, 5.4% active | AID 2551, 2010; also: potency is read from the fitted curve at half-maximal effect; % is scaled to controls: 0 for no effect and ±100 for the full control effect; nearly all actives have a fitted effect of over 60% in size
Target sequence (P51450 whole entry, looked up, the tested form may be a part): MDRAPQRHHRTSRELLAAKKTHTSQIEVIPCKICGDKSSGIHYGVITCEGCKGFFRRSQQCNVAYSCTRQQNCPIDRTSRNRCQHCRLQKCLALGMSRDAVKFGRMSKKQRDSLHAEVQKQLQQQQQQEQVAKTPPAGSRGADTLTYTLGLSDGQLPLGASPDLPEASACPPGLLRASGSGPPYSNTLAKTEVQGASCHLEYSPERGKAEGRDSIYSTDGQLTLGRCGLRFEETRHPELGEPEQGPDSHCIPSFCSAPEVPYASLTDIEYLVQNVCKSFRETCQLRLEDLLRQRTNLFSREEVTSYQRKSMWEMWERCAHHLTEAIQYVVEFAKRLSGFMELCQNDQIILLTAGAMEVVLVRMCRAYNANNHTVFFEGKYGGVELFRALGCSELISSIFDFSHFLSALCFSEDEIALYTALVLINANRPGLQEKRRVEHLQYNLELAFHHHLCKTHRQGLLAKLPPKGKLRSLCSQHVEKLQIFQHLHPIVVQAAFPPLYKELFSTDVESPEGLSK
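In this cell-based reporter format, copper sulfate (700 uM final) drives Gal4–ROR gamma fusion expression from a metallothionein promoter in Drosophila Schneider cells; compounds preincubated 1 hr, reporter read after 20 hr at ambient temperature.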
Numbers without * were called inactive; ? = inconclusive; nt = not tested or not shown; [ ] = dose if it differs, or a comment. Unless noted, calls follow the shape of the dose curve; as a rule, active = well fitted curve in the direction sought with a large enough effect; inconclusive = small, poorly fitted or top-dose-only effect, or another doubt; inactive = no such curve, though single readings can be large; an effect the other way counts as inactive or inconclusive.

SMILES | FLuc modulator | ELG1 genotoxic | Gal4-VP16 FLuc | TRPV1 agonist | NPC1 prom act | BRCA1 expr act | Rab9 prom act | p53 reactivator | ELG1 DNA repair | Tb PFK inh | RORgamma inh
O=C(NNC(=O)c1cc2ccccc2[nH]1)OCc1ccccc1 | nt | 4.9% | nt | nt | nt | -17.2% | nt | 3.0% | ? | 0.0% | nt
N#Cc1ccc(-c2csc(-c3ccno3)n2)cc1 | -14.1% | 5.1% | 4.0% | -6.8 | 2.3% | 16.5% | -5.2% | -1.6% | 0.0% | 2.9% | 17.6%
O=C(CN(C(=O)Cn1nnc(-c2ccc(F)cc2)n1)c1cccc(F)c1)NC1CCCC1 | 2.2% | -4.5% | 3.9% | 3.6 | -3.7% | -31.7% | -3.8% | -2.6% | -7.0% | 0.8% | 29.9%
CC(=O)NCCNC(=O)c1ccc(CSc2ccc(Cl)cc2)cc1 | ? | ? | -17.9% | 17.8 | 2.82µM* | 11.2µM* | 2.82µM* | 4.9% | ? | -10.5% | 1.9%
Cc1ccc(CNS(=O)(=O)c2ccc3c(c2)NC(=O)CS3)cc1 | -0.6% | 0.2% | -14.4% | 22.5 | -2.5% | -4.4% | 2.7% | -1.8% | -7.6% | 7.2% | 0.4%
CC(=O)c1cccc(OCCN2C(=O)NC(C)(C)C2=O)c1 | -1.7%[2.3 µM] | 2.3% | 8.4% | -4.2 | -0.5% | -0.7% | -0.3% | 0.2% | 6.4% | -1.5% | 3.6%
CCC(=O)Nc1c(C#N)c2nc3ccccc3nc2n1-c1ccccc1C | 1.9% | -5.9% | -4.3% | -2.5 | -0.6% | -13.3% | -1.9% | 11.8% | ? | 0.0% | -8.0%
COc1cccc(C(=O)Nc2c(C(N)=O)oc3ccccc23)c1 | ? | -31.4%[inhibitor] | 3.5% | 8.1 | 15.7% | -43.7% | 1.2% | 1.8% | ? | -10.9% | ?
C#CCOCCOCCOCCNc1nc(N2CCN(C(=O)[C@H](Cc3cc4ccccc4[nH]3)n3cc([C@@H](N)C(C)CC)nn3)CC2)nc(N2CCN(C(=O)[C@H](Cc3cc4ccccc4[nH]3)n3cc([C@@H](N)CC(C)C)nn3)CC2)n1 (stereo not given in full) | 0.6% | 2.5% | -27.8% | 2.3 | 2.4% | nt | 14.9% | -12.6% | -4.8% | 2.3% | -29.8%
Cc1nn(CC(=O)NCCCN2CCCCC2)c(=O)c2cccn12 | -0.9% | 0.0% | 0.3% | -1.8 | -3.2% | 1.9% | -7.2% | 9.9% | -0.5% | 2.3% | 14.3%
O=C(CSc1nnc2c(n1)[nH]c1ccc(F)cc12)N1CCOCC1 | 5.2% | 3.2% | -13.8% | 0.9 | -3.0% | 15.9% | -3.2% | 4.0% | ? | 1.1% | 11.9%
Cc1ccccc1C(=O)Nc1cccc(NC(=O)c2ncn[nH]2)c1 | ? | -1.5% | -10.4% | 0.2 | -6.0% | -0.7% | -1.2% | -1.4% | 6.1% | 3.3% | 2.9%
Cc1c(Cc2ccccc2)c(=O)oc2cc(OCC(=O)NCC(O)c3ccccc3)ccc12 (stereo not given) | -3.7% | -3.7%[9.26 µM] | -10.3% | 1.8 | -6.1% | -28.5% | -5.0% | 1.3% | -17.4% | 0.8% | 28.0%
O=c1[nH]c2ccccc2c(O)c1Cc1ccccc1 | -2.4% | -1.8% | 0.7% | -1.0 | -0.9% | -5.7% | 6.2% | 1.9% | ? | 1.0% | -8.7%
O=C(NCc1ccccc1)N1CCOc2ccccc21 | -2.7% | 4.0% | 4.5% | -1.0 | 0.5% | 0.3% | 0.0% | 2.4% | 24.7% | -7.8% | 2.0%
COc1ccc2cc(C(=O)N3CCCCCC3)sc(=O)c2c1OC | 0.2% | 1.2% | 1.5% | 13.4 | 2.0% | -8.0% | -7.5% | -8.8% | -13.6% | 0.3% | 2.8%
Cc1nc(NC(=O)c2ccccc2)sc1-c1csc(Nc2cccc(Cl)c2)n1 | ? | -6.8% | -20.0% | -1.7 | 0.2% | nt | 1.9% | -2.2% | ? | -1.9% | ?
CC(=O)NC(N(C#N)c1nc(Cl)nc(N(C)C)n1)C(Cl)(Cl)Cl (stereo not given) | 2.1% | 2.7% | 0.4% | -0.8 | 0.0% | -11.7% | 11.5% | 0.4% | ? | 5.1% | -4.0%
Cc1ccc(CN2CCN(Cc3cnc(C)s3)CC2CCO)o1 (stereo not given) | 1.2% | 2.6% | -4.9% | -4.4 | -3.8% | 3.2% | 0.9% | 0.9% | 6.2% | 3.8% | -1.1%
CSc1ccccc1NC(=O)CN(C)Cc1cccc(Cl)c1 | -2.5% | -5.4% | 1.8% | 24.9 | -7.9% | -19.9% | 0.5% | -0.9% | -5.9% | -8.2% | -8.3%
Cc1ccc(C(=O)O)cc1NC(=O)C1=CSCCO1 | 0.1% | 0.1% | 11.6% | 1.0 | 0.1% | 3.6% | -2.3% | 0.7% | 7.9% | 3.6% | -12.3%
Cc1cc(C(=O)OCC(=O)Nc2cccc([N+](=O)[O-])c2)c(C)o1 | nt | -2.3% | nt | nt | nt | -5.0% | nt | -6.8% | -16.8% | 1.3% | nt
O=C(NCc1ccco1)C(c1ccccc1)N(C(=O)Cc1cccs1)c1cccnc1 (stereo not given) | 6.5% | -3.7% | -21.5% | 0.7 | -4.4% | 0.0% | -3.5% | -0.8% | -4.7% | -5.4% | 1.9%
CC(=O)c1c(C)[nH]c(C(=O)N(C)CC(=O)Nc2ccc(Cl)c(C(F)(F)F)c2)c1C | 5.0% | -12.6% | ? | 9.0 | 0.2% | -18.1% | -5.3% | -16.5% | -13.5% | -3.0% | ?
CCOC(=O)c1ccc(NC(=S)N2CCSC2c2c(F)cc(F)cc2F)cc1 (stereo not given) | 2.8% | -5.5% | ? | 20.9 | -5.8% | -41.0% | -8.2% | 0.1% | ? | 0.2% | 12.6µM*
CC(OC(=O)CNC(=O)c1cccs1)C(=O)Nc1ccc(S(N)(=O)=O)cc1 (stereo not given) | -0.4% | -4.3% | nt | -0.5 | 10.2% | 0.9% | -2.8% | 1.0% | 22.4% | -2.4% | nt
Cc1cc(NC(=O)CSc2nnc(CNC(=O)c3c(F)cccc3F)o2)no1 | 2.8% | 0.3% | -0.6% | -1.3 | 2.1% | -21.6% | 0.8% | 11.0% | -1.7% | -2.3% | -10.3%
CC1(C)Cc2nc(-c3ccccc3)nc(SCC(=O)N3CCCC3)c2CO1 | -0.5% | -3.8% | 4.9% | 28.8 | -2.6% | 7.9% | 8.0% | -3.6% | ? | -5.3% | -29.8%
COc1ccc(-c2noc(C3CCCN(C(=O)Nc4ccccc4F)C3)n2)cc1 (stereo not given) | ? | -0.5% | 0.6% | 26.7 | 15.0% | ? | 26.1% | -2.0% | ? | -1.8% | 34.3%
O=C(OC1CCOC1=O)c1cccc(S(=O)(=O)N2CCc3ccccc3C2)c1 (stereo not given) | -1.6% | ? | -8.6%[10 µM] | 2.7 | -2.9% | -29.8% | -6.2% | -1.6% | -8.3% | -6.9% | 11.4%
Cc1cnc(C(=O)Nc2ccc(S(=O)(=O)N(C(C)C)C(C)C)cc2)cn1 | 3.5% | 1.2% | 2.5% | ? | -4.5% | -3.8% | 1.1% | nt | ? | 3.9% | 11.5%
COC(=O)c1cccc(C(=O)N2CCCC(C(=O)c3ccccc3OC)C2)c1 (stereo not given) | -0.6% | -1.1% | 20.0% | 4.4 | 2.2% | -6.8% | -3.3% | -8.1% | 2.2% | -0.9% | 71.5%
CSc1cccc(NC(=S)NN(C)C)c1 | -2.9% | 2.8% | 10µM* | nt | 25.1% | 68.1% | ? | 3.3% | 17.2% | -3.4% | 3.16µM*
Cc1ccc(S(=O)(=O)Nc2c(NC3CCCCC3)c3ccccc3oc2=O)cc1C | 4.3% | -10.8% | -13.4% | ? | -5.1% | -19.4% | -3.4% | -2.7% | -13.6% | -0.4% | 1.5%
Cc1c(C(=O)O)nnn1-c1ccccc1 | -0.2% | 0.0% | 7.6% | -1.1 | -4.0% | -12.7% | 3.7% | -15.3% | -8.6% | -3.9% | -3.9%
COc1ccccc1N1C(=O)CSC1=S | 0.1% | -1.8% | 0.6% | 1.4 | -2.9% | -6.0% | 8.6% | nt | 0.5% | -0.8% | -28.9%
